# Screening data: PubChem, National Center for Advancing Translational Sciences (NCATS)
# ERK EGF inh = inhibitors of EGF-stimulated ERK signaling pathway; Potency, µM (doses to about 11.5 µM), for the others: at the highest dose activity change, negative = inhibition, hits mostly inhibitors; HEK293-V1b, EGF-stimulated phospho-ERK AlphaScreen; actives 0.41% (n = 130,000); active means well fitted inhibition curve with a large enough effect; inconclusive means small, poorly fitted or top-dose-only effect, or effect the other way;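 further: plate controls were stimulated vehicle wells for no effect and unstimulated vehicle basal for full effect; nearly all actives have a fitted effect of over 55% in size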
#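 In this qHTS, HEK293 cells with stable type-1 vasopressin (V1b) receptor were exposed to compound at 37C for 30 min, stimulated 5 min with EGF at 25 nM, lysed, and probed for phospho-ERK by AlphaScreen.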
# The depositor's hits bear a star; u = inconclusive; & = joins results of further samples; [ ] = another dose, or the depositor's remark. Potency means the concentration at half of the fitted maximal effect. Not all compounds are listed, so the mix of outcomes need not match the whole.
SMILES,ERK EGF inh
CCCCCCCC[C@@H](O)/C=C/C=C/C=C\[C@@H](O)CCCC(=O)O,-9%
O=C(COC(=O)c1ccc(Br)cc1)Nc1ccccc1Br,4%
COC(=O)C1(C(=O)OC)C/C=C\C/C=C\c2ccccc2C1C[N+](=O)[O-] (stereo not drawn),-15%
COc1ccc(CCNC(=O)Cn2cnc3c(nnn3Cc3ccc(C)cc3)c2=O)cc1OC,9%
O=C(COC(=O)c1ccc([N+](=O)[O-])o1)c1ccccc1,3%
COc1cc(C(=O)O)c([N+](=O)[O-])c(OC)c1OC,-5%[57.5 µM]
C/C=C/C(=O)OCC(=O)Nc1ccc(C)c(S(=O)(=O)N(C)C)c1,2%[57.5 µM]
Cc1nnc(SCC2=C(C(=O)O)N3C(=O)C(NC(=O)Cn4cnnn4)[C@@H]3SC2)s1 (stereo partly drawn),8%
CCOC(=O)c1ccc(N=c2sc(C(=O)OC)cc(=O)n2CCCN2CCOCC2)cc1,3%[57.5 µM]
CN(C)c1ccc(/C=N/NC(=O)c2ccccc2O)o1,1%
COC(=O)c1ccccc1NC(=O)N1CCN(c2ccccc2F)CC1,-6%
COc1ccc(NC(=S)NCc2cccs2)c(OC)c1,-1%
Cc1ccc(Cn2c(SC3CCOC3=O)nc3ccccc3c2=O)cc1 (stereo not drawn),3%
COc1ccc(C(=O)OCC(=O)NCC2CCCO2)cc1 (stereo not drawn),-2%
CCN(/N=C/c1ccc(Cl)cc1)c1cc(=O)n(C)c(=O)[nH]1,4%
O=C(Cn1cccn1)c1ccccc1,-2%
CC(=O)N=Cc1c(C)c(C#N)c(=O)n(C)c1O,-6%
COc1cc(/C=N\NC(=O)c2ccc(Cn3cc(Br)c([N+](=O)[O-])n3)o2)cc(OC)c1O,5%
O=C(O)CNC(=S)N(Cc1ccccc1F)C1CCCCC1,-2%
Cc1ccc(NC(=O)COC(=O)c2cc(-c3cccs3)nn2-c2ccccc2)cc1[N+](=O)[O-],22%
CCC(C)(C(=O)NC1CCCCC1)N(C(=O)CC1NC(=O)NC1=O)c1c(C)n(C)n(-c2ccccc2)c1=O (stereo not drawn),0%
COCCCNC(=O)/C(C#N)=C/c1ccc(OCC(=O)O)c(OC)c1,-6%
Cc1cccn2c(=O)c(C=O)c(N3CCN(c4ccccc4)CC3)nc12,8%
CC(=O)Nc1ccc(NC(=O)c2cccc(-c3cc4ccccc4oc3=O)c2)cc1,3%
Cc1ccc(C(c2nnnn2Cc2ccccc2)N2CCN(Cc3ccccc3)CC2)cc1 (stereo not drawn),8%
O=C1[C@@H]2[C@@H]3C[C@@H]([C@H]4ON=C(c5ccc(OCc6ccccc6)cc5)[C@@H]34)[C@@H]2C(=O)N1c1ccc2c(c1)OCO2,5%
COc1cc(CNC(C)(C)CO)ccc1OCC(=O)NC(C)(C)C,1%
NC(=O)CC(NC(=O)Cc1ccc(Br)cc1)c1ccc(N2CCN(c3ccc(F)cc3)CC2)c([N+](=O)[O-])c1 (stereo not drawn),-7%[57.5 µM]
CC(C)Cn1c(=S)[nH]c2cc(Cl)ccc21,-3%
Cc1cccn2c(=O)c3cc(C(=O)NC(C)c4ccccc4)c(=N)n(CCCn4ccnc4)c3nc12 (stereo not drawn),-2%[57.5 µM]
CC[n+]1oc(-c2ccccc2)cc1C,1%
COc1ccc(C/C(C)=N/NC(=S)Nc2ccccc2)cc1,1%
c1ccn2cc(-c3ccc4c(c3)OCCO4)nc2c1,4%
Cc1oc(/C=N/NC(=O)CN(c2ccccc2Cl)S(C)(=O)=O)cc1Br,-3%
O=C(NN=C(Cc1ccccc1)Cc1ccccc1)c1ccccc1F,1%
Cc1cc(CSc2ccccc2)ccc1NC(=O)c1ccc(Br)cc1,5%
OCC[C@H]1C[C@@H](O)[C@H](O)[C@]2(CCCCO2)O1,-10%[57.5 µM]
CCOC(=O)c1cc(C(=O)n2cc(Cl)cn2)nn1C,0%
CN(C)N1C(N)=C(C#N)C(c2cccc3ccccc23)C2=C1CC(c1ccccc1)CC2=O (stereo not drawn),9%
CCOC(=O)C1CCN(C(=O)Cc2ccccc2OC)CC1,-6%
COc1ccc(NC(=O)C2(c3ccccc3)CCCC2)cc1,-3%
NCCCC[C@H]1CNC(=S)N1CC1(c2ccccc2)CC1,0%[57.5 µM]
COc1cccc2cc(C(=O)N3CCN(C(=O)c4ccccc4)CC3)c(=O)oc12,-1%
COc1ccc(-c2nc3c4ccccc4ccn3c2CN2CCCCC2)cc1OC,8%[57.5 µM]
Cc1ccc(NC(=O)CSc2ccccc2NC(=O)c2ccccc2Cl)cc1Cl,-2%
Cc1nnc(NC(=O)C2CCCN2S(=O)(=O)c2ccc(Cl)cc2)s1 (stereo not drawn),6%
C[C@H](N)[C@H](O)c1cccc(O)c1,6%[25.7 µM]
c1ccc(Oc2ccc(-c3ccn[nH]3)cc2)cc1,3%[57.5 µM]
Cc1cc(C)c(C(=O)Cn2nc(C)c([N+](=O)[O-])c2C)cc1C,0%
Cc1ccc(C(=O)OCC(=O)NCC(F)(F)F)cc1C,12%
Cc1ccc(OCC(=O)Nc2ccc(N3CCN(C(=O)c4ccco4)CC3)cc2)cc1,u
COc1cc2cc(CN(CCCN3CCOCC3)C(=O)Nc3ccccc3F)c(=O)[nH]c2cc1OC,-2%
Cc1cc(C)nc(NC(=NCCc2c[nH]c3ccccc23)NC(=O)Nc2cccc([N+](=O)[O-])c2)n1,-7%
COc1cc2cc(CN(CCc3cccc(C)c3)C(=S)NCCCN3CCOCC3)c(=O)[nH]c2cc1OC,0%
COC(=O)c1ccc(CSc2nnc(N)s2)o1,3%
CCN=C1SC(C(=O)Nc2cc(Cl)cc(Cl)c2)CC(=O)N1CC (stereo not drawn),-23%
Cc1cc(NC(=O)CN2C(=O)NC(CCc3ccccc3)C2=O)no1 (stereo not drawn),9%
O=C1c2cccc3cccc(c23)C(=O)N1CCCSc1ncn[nH]1,4%
O=C(NNc1ccc(F)cc1F)c1c(F)cccc1Cl,3%[57.5 µM]
N/C(=N\OC(=O)c1cccc2ccccc12)c1ccc(Br)cc1,3%
# (continued)
SMILES,ERK EGF inh
Cc1ccc(NC(=O)Cn2c(O)c(N=NC(=O)c3ccncc3)c3ccccc32)cc1,-11%
Cc1c(O)c(=O)n(-c2ccccc2)n1C,1%[25.7 µM]
CC(=O)c1ccc2c(c1)N(C)c1ccccc1S2,u
CCCC/C=C1\CCc2c([nH]c3ccccc23)C1=O,-37%
CC(C)CC(=O)Nc1ccc(C(=O)NN2C(=O)c3ccccc3C2=O)cc1,8%
Cc1ccc(NC(=O)C2CCCN2C(=O)NC2CCCCC2)c(C)c1 (stereo not drawn),-7%
Cc1ccc(-c2nnc(Oc3ccc(NC(=O)c4ccccc4)cc3)c3ccccc23)cc1,0%
COc1ccc(Nc2nc(N)nc(CSC(=S)N3CCCCC3)n2)cc1,-5%
NCC1O[C@@H](OC2C(N)C[C@H](N)[C@@H](O[C@H]3OC(CO)C(O)C(N)C3O)C2O)C(N)C(O)C1O (stereo partly drawn),-18%
Cc1[nH]c2ccccc2c1C(=O)C(=O)N1CCCc2ccccc21,11%
COCCn1c(-c2cccc(Br)c2)nc2c(c(=O)c3ccccc3n2C)c1=O,1%[57.5 µM]
COC(=O)c1c(NC(=O)CSc2nnc(C)c(=O)[nH]2)sc(C)c1C,-7%
O=C(Cn1nc(-c2ccccc2F)ccc1=O)Nc1ccc(S(=O)(=O)N2CCCCCC2)cc1,1%
CN(C(=O)CSc1nnc(-c2c[nH]c3ccccc23)o1)C1CCS(=O)(=O)C1 (stereo not drawn),-3%
COC(=O)c1c(C)[nH]c(C(=O)OCC(=O)NC(C)(C)C)c1C,2%

# Three compounds out of the list, arranged by SMILES length, smallest number first:
SMILES,ERK EGF inh
CC(=O)c1ccc2c(c1)N(C)c1ccccc1S2,u
NCCCC[C@H]1CNC(=S)N1CC1(c2ccccc2)CC1,0%[57.5 µM]
O=C(Cn1nc(-c2ccccc2F)ccc1=O)Nc1ccc(S(=O)(=O)N2CCCCCC2)cc1,1%

# (list continues)
SMILES,ERK EGF inh
O=c1cc(N2CCOCC2)cnn1-c1ccccc1,13%
C/C(=N\NC(=O)c1cccs1)c1cccnc1,6%
Clc1ccccc1Cc1noc(CN2CCN(c3cnccn3)CC2)n1,5%
Cn1c(CO)cnc1SCc1ccc(F)cc1,-2%
COc1cc(C(=O)Nc2cc(C(F)(F)F)ccc2N2CCOCC2)ccc1O,-5%
COc1ccc(N(CC(=O)Nc2ccc(C(N)=O)cc2)S(=O)(=O)c2ccc(C)c([N+](=O)[O-])c2)cc1,10%
COC(=O)c1ccc(/C=N/NC(=O)CC(=O)NCc2cccnc2)cc1,9%
CCOC(=O)C1(C/C(C)=N/NC(N)=O)CC(C)(C)OC1=O (stereo not drawn),-3%
COc1ccc(NC(C)=O)cc1NC(C)c1nc2sc(C)c(C)c2c(=O)[nH]1 (stereo not drawn),5%
O=C1CC(c2ccc(O)cc2)Oc2cc(O)cc(O)c21 (stereo not drawn),0%
Cc1ccc(N2C(=O)C3C(C(=O)c4ccccc4)=NN(c4ccccc4)C3C2=O)cc1 (stereo not drawn),10%
CCOc1ccc(N(CC(=O)N/N=C/c2ccc(OC(C)C)cc2)S(C)(=O)=O)cc1,-2%
COc1ccccc1-c1ccc(/C=C2/C=C(C)OC2=O)o1,-2%
CO[C@]1(NC(=O)C2SC(=C(C(N)=O)C(=O)O)S2)C(=O)N2C(C(=O)O)=C(CSc3nnnn3C)CS[C@H]21 (stereo partly drawn),-13%[25.7 µM]
CSc1ccccc1Nc1ncnc(N)n1,-4%[57.5 µM]

# Given with values ahead of the structure: part of the list above.
ERK EGF inh	Molecule
-3%	CN(C(=O)CSc1nnc(-c2c[nH]c3ccccc23)o1)C1CCS(=O)(=O)C1 (stereo not drawn)
2%	COC(=O)c1c(C)[nH]c(C(=O)OCC(=O)NC(C)(C)C)c1C
13%	O=c1cc(N2CCOCC2)cnn1-c1ccccc1
6%	C/C(=N\NC(=O)c1cccs1)c1cccnc1
5%	Clc1ccccc1Cc1noc(CN2CCN(c3cnccn3)CC2)n1
-2%	Cn1c(CO)cnc1SCc1ccc(F)cc1
-5%	COc1cc(C(=O)Nc2cc(C(F)(F)F)ccc2N2CCOCC2)ccc1O
10%	COc1ccc(N(CC(=O)Nc2ccc(C(N)=O)cc2)S(=O)(=O)c2ccc(C)c([N+](=O)[O-])c2)cc1
9%	COC(=O)c1ccc(/C=N/NC(=O)CC(=O)NCc2cccnc2)cc1
-3%	CCOC(=O)C1(C/C(C)=N/NC(N)=O)CC(C)(C)OC1=O (stereo not drawn)
5%	COc1ccc(NC(C)=O)cc1NC(C)c1nc2sc(C)c(C)c2c(=O)[nH]1 (stereo not drawn)
0%	O=C1CC(c2ccc(O)cc2)Oc2cc(O)cc(O)c21 (stereo not drawn)
10%	Cc1ccc(N2C(=O)C3C(C(=O)c4ccccc4)=NN(c4ccccc4)C3C2=O)cc1 (stereo not drawn)
-2%	CCOc1ccc(N(CC(=O)N/N=C/c2ccc(OC(C)C)cc2)S(C)(=O)=O)cc1
-2%	COc1ccccc1-c1ccc(/C=C2/C=C(C)OC2=O)o1
-13%[25.7 µM]	CO[C@]1(NC(=O)C2SC(=C(C(N)=O)C(=O)O)S2)C(=O)N2C(C(=O)O)=C(CSc3nnnn3C)CS[C@H]21 (stereo partly drawn)
-4%[57.5 µM]	CSc1ccccc1Nc1ncnc(N)n1

# Remaining list, next part.
SMILES,ERK EGF inh
CC(C)(C)c1nnc(N/N=C/c2ccc(Br)cc2)n(N)c1=O,u
O=C(CC1C(=O)NCCN1Cc1ccc(-c2ccccc2)cc1)NCc1ccccc1 (stereo not drawn),5%
COc1cc(CN2CCNC(=O)C2CC(=O)NCc2csc(C(C)C)n2)cc(OC)c1 (stereo not drawn),0%
COc1ccc(NC(=O)C2CCCN(S(=O)(=O)c3c(C)[nH]c(=O)[nH]c3=O)C2)cc1Cl (stereo not drawn),-2%
CCCC(=O)Nc1nc(-c2ccccc2)ns1,-4%
CN(C)C(=O)c1cc(C(=O)c2ccccc2Cl)c[nH]1,0%
COC(=O)[C@@H]1C[C@@H]2CC[C@@H](O)C[C@@H]2N1Cc1ccccc1OS(=O)(=O)c1ccc(C)cc1,12%
O=C(COc1ncnc2ccccc12)Nc1ccc(Cl)c([N+](=O)[O-])c1,-8%
Cc1cc(S(=O)(=O)N2CCN=C2c2ccccc2)c(Cl)cc1Cl,-4%
C=CCc1ccccc1OCC(O)CNC(C)C (stereo not drawn),17%&43%
C=CCn1c(SC(C)C(N)=O)nc2sc(CC)cc2c1=O (stereo not drawn),1%
O=C(N/N=C/c1ccncc1)c1ccccc1[N+](=O)[O-],-5%
O=C(CSc1ccc2nnc(-c3ccccn3)n2n1)NCc1ccco1,7%
O=C(NNC(=S)Nc1ccc(F)cc1)C1[C@H]2CCCC[C@@H]12 (stereo partly drawn),-2%[57.5 µM]
O=[N+]([O-])c1ccccc1CN1CCN(Cc2c[nH]c3ccccc23)CC1,-1%
Cc1nn(C)cc1CN(C)C(=O)c1cc(-c2ccccc2)nc2ccc(Br)cc12,0%
Cc1cccc(OCc2nnc(SCC(=O)Nc3cccc(C(=O)N4CCOCC4)c3)n2C)c1C,11%
COc1ccc(C(=O)Nc2nc(C)cc(C)n2)cc1,9%
CC1=NN(c2ccc(Cl)cc2)C(=O)/C1=C\c1cccn1-c1ccc(S(N)(=O)=O)cc1,25µM*
C=C(C)c1cccc(C(C)(C)NC(=O)N2CCCC(C)C2)c1 (stereo not drawn),2%
CCOC(=O)CN1C(=O)N[C@H](c2ccc(Br)cc2)C(C(C)=O)=C1C,-2%
CCC(SC1=N/C(=C/c2ccccc2)C(=O)N1c1ccccc1)C(=O)Nc1cc(C)on1 (stereo not drawn),1%
Cc1ccc2c(c1)C(c1ccccc1)N(C(=O)c1ccc3c(c1)OCO3)CC(=O)N2 (stereo not drawn),13%[57.5 µM]
O=c1oc2ccccc2cc1O,1%
